N370S GC = N370S glucocerebrosidase modulation, Gaucher chaperone candidate; P04062; N370S GC spleen homogenate, 4MU-glucoside fluorescence; Potency, µM (highest dose often 59.4 µM), for inactives: at the highest dose activity change, negative = inhibition, hits mostly inhibitors; 330,000 tested, 0.092% active;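 note: 0% = full enzyme activity and -100% = no enzyme basal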
TDP1 cell CPT = growth inhibition of DT40 Tdp1-/-;hTDP1 cells with camptothecin (screen for TDP1 inhibitors); chicken DT40 Tdp1-/-;hTDP1 cells + 20 nM CPT, ATP luminescence, 48 h; Potency, µM (highest dose often 46.2 µM), for inactives: at the highest dose activity change, negative = growth inhibition, hits mostly inhibitors; 420,000 tested, 12% active; note: nearly all actives have a fitted effect of over 55% in size
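Chicken DT40 Tdp1-/- cells stably complemented with human TDP1 were seeded at 400 cells/well in medium containing 20 nM camptothecin, exposed to pin-transferred compounds, and grown at 37 °C for at least 48 hr. Viability was read as ATP luminescence.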
FEN1 inh = blocks human flap endonuclease 1; Recombinant FEN1 flap cleavage, fluorescence, 15 min; Potency, µM (doses to about 114 µM), for inactives: at the top dose activity change, negative = inhibition, most hits filed as inhibitors; 390,000 tested, 0.35% active; note: nearly all actives have a fitted effect of over 65% in size
Target sequence (P39748 whole entry, looked up): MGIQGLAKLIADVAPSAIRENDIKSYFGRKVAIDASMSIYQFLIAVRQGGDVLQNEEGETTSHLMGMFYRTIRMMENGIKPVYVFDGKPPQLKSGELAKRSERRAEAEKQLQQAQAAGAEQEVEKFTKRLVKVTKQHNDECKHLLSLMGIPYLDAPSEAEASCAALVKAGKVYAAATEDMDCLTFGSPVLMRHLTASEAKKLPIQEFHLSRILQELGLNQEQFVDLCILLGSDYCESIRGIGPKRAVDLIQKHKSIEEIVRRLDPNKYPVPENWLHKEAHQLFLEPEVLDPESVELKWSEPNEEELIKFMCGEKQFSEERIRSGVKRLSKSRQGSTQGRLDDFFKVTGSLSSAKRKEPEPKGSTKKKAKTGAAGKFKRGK
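Compounds are tested as a concentration series against 10 nM FEN1; after a 15 min room-temperature preincubation, 50 nM substrate starts cleavage, with plate reads at 0 and 15 min. Normalized responses are fitted by a Hill equation.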
* marks the source's active call; other numbers are inactive results; ? = inconclusive; / = no result given; & = joins results of further samples. Calls come from the whole dose curve; as a rule, active = well fitted curve in the direction sought with a large enough effect; inconclusive = small, poorly fitted or top-dose-only effect, or another doubt; inactive = no such curve, though single readings can be large; an effect the other way counts as inactive or inconclusive. Unless noted, % is set by controls: 0 for no effect and ±100 for the full control effect; potency is the fitted concentration of half-maximal effect. Some of the compounds tested; rates above refer to the full screens.

SMILES	N370S GC	TDP1 cell CPT	FEN1 inh
CCOc1ccc(NC(=O)N(CCN2CCOCC2)Cc2ccc3c(c2)CCCN3CC)cc1	0%	?	-10%
CC(C)C(C)(C#N)NC(=O)CSc1ncnc2sc(-c3ccccc3)cc12 (stereo unspecified)	-12%	?	6%
Cc1ccc(NC2=NC(c3ccccc3)n3c(nc(C)cc3=O)N2)cc1 (stereo unspecified)	-9%	-18%	-1%
O=C(NCCN1CCOCC1)c1cccc2c1C(=O)c1ccc(N3CCCC3)cc1S2(=O)=O	/	5%	7%
CCCCCCSc1ccc([C@H]2N[C@@](C)(C(=O)OC)[C@H]3C(=O)N(C)C(=O)[C@@H]23)cc1	-4%	21µM*	-19%
Cc1ccc(/C=C/c2onc(C)c2S(=O)(=O)N2CCC(C(=O)N3CCN(C)CC3)CC2)cc1	-12%	?	-18%
ClCc1csc(-c2ccccc2Cl)n1	-26%	12µM*	-20%
COc1ccc(-c2csc(NC(=O)C3CC(=O)N(Cc4ccccc4)C3)n2)cc1OC (stereo unspecified)	-18%	?	-22%
CCOC(=O)c1ccc(S(=O)(=O)N2CCC(C(=O)O)CC2)cc1	23%	-7%	-5%
COc1ccccc1Nc1ccc(NS(=O)(=O)c2ccc(C(C)=O)cc2)cc1	1%	-19%	-11%
Cc1ccc(N(CC(=O)NCc2ccc3c(c2)OCO3)S(C)(=O)=O)cc1	2%	-22%	1%
Cn1nc(C(=O)N2CCN(S(=O)(=O)/C=C/c3ccccc3)CC2)c2ccccc2c1=O	-2%	14%	0%
Cc1ccc(C(=O)Nc2cccc(C(=O)NCc3ccccc3)c2)cc1	5%	?	-1%
COCCn1c(SCC(=O)Nc2nc(C)c(Cl)cc2Cl)nc2ccccc21	18%	6%	-3%
COc1cccc(NS(=O)(=O)c2ccc(C)c(C(=O)N3CCCCC3)c2)c1	2%	?	-1%
CC(C)c1ccc(NC(=O)C2CCC(CNC(=O)[C@@H]3Cc4ccccc4CN3)CC2)cc1 (stereo partly specified)	-21%	?	-10%
Cc1c(Cl)cccc1NC(=O)C1CC2CCC1C2 (stereo unspecified)	/	-19%	2%
CCOC(=O)c1ccc(CSC(=N)N)o1	-2%	29µM*	21%
CCCSc1nc(NCc2ccco2)c2c3c(sc2n1)COC(C)(C)C3	27%	-24%	-14%
Cc1cc(C)cc(OCC(=O)NN2Cc3ccccc3C2=N)c1	/	0%	3%
CC1CCC(NC(=O)CC2Oc3ccccc3NC2=O)CC1 (stereo unspecified)	2%	-10%	16%
CSc1nc(C)c(CCO)c(=O)[nH]1	3%	20%	-1%
Cc1cc(C2=NNC(=Nc3ccc(S(=O)(=O)N4CCOCC4)cc3)SC2)c(C)n1CC1CCCO1 (stereo unspecified)	-19%	5.2µM*	2%
O=C(CCc1ccc(S(=O)(=O)N2CCOCC2)cc1)Nc1nc(COc2ccccc2)cs1	-22%	15µM*	?
Cc1cc(CSc2nc(C)cc(=O)[nH]2)c2ncccc2c1	-5%	?	-3%
Cc1c(C)c2c(c(C)c1O)CC[C@@](C)(CCC[C@H](C)CCC[C@H](C)CCCC(C)C)O2	-1%&-5%&-9%	8%&-1%&-11%	2%
Cc1ccc2c(c1)N(CC(=O)Nc1nccs1)C(=O)CO2	-5%	-10%	3%
Cc1cc(-c2ccccc2)nc(N/N=C/c2ccccc2F)n1	-5%	?	-6%
CCOC(=O)c1cnc2c(c(C)nn2CC)c1Cl	6%	5%	-8%
Cc1c(C(C)C)c(=O)n(-c2ccc(S(=O)(=O)NC3CC3)cc2)n1C	-4%	-5%	-2%
Clc1ccc(Cc2ccccn2)cc1	-6%	-10%	-6%
Cc1cc(C)c(C)c(S(=O)(=O)N2CCN(c3ccccn3)CC2)c1C	2%	-23%	2%
S=C(Nc1cccc(Cl)c1)NC1CCCCC1	9%	-9%	-19%
COc1cc(NC(=O)c2noc3c2CCc2ccccc2-3)cc(OC)c1OC	/	7.3µM*	-4%
CCCCn1c(N)c(N(CCOC)C(=O)c2ccc(COc3ccccc3)o2)c(=O)[nH]c1=O	-5%	0%	-8%
C/C(=N/NC(=O)CN1CCN(S(=O)(=O)c2ccc(C)cc2)CC1)c1cccc(O)c1	8%	5%	21%
COc1cc(C(=O)NCCCc2ccccc2)cc(OC)c1OC	2%	12%	-6%
COc1ccc(-c2[nH]c3c(c2-c2c(-n4cccc4)n(C)c(=O)n(C)c2=O)c(=O)n(C)c(=O)n3C)cc1	/	-19%	3%
COc1ccc(CCNC2=NCC(C)S2)cc1 (stereo unspecified)	4%	-1%	-11%
CCn1c(C)cc(/C=C2\SC(=O)N(CC(=O)Nc3ccc(C)c(C)c3)C2=O)c1C	6%	-28%	-2%

Compound profiles (already shown). Order of screens: N370S GC | TDP1 cell CPT | FEN1 inh
S=C(Nc1cccc(Cl)c1)NC1CCCCC1 in the list: 9% | -9% | -19%
Clc1ccc(Cc2ccccn2)cc1 in the list: -6% | -10% | -6%
Cc1cc(C2=NNC(=Nc3ccc(S(=O)(=O)N4CCOCC4)cc3)SC2)c(C)n1CC1CCCO1 (stereo unspecified) in the list: -19% | 5.2µM* | 2%

Continuation.
SMILES	N370S GC	TDP1 cell CPT	FEN1 inh
O=C(N/N=C/c1ccc(Cl)cc1Cl)Nc1ccccc1	17%	-25%	-21%
CCOC(=O)c1c(NC(=O)CSc2nc3cc(Cl)ccc3c(=O)n2Cc2ccco2)sc(C(=O)N(C)C)c1C	17%	?	-12%
CC(=O)N1CCN(c2nnc(-c3ccccc3)c3ccccc23)CC1	-8%	-11%	0%
O=C(NC(=S)N(CCO)Cc1ccccc1)c1ccc(F)cc1Cl	-13%	3%	-3%
COc1ccc(-c2csc(NC(C)c3nc4cc(Cl)c(N5CCCCC5)cc4n3CCCO)n2)cc1 (stereo unspecified)	/	26µM*	7%
Cc1cccc(-c2ncc(CN3CCCC(CO)(Cc4cccc(Cl)c4)C3)cn2)c1 (stereo unspecified)	-16%	?	-2%
O=c1[nH][nH]c(=O)n1-c1ccccc1	-15%	-3%	17%
CCN(CC)CCN1C(=O)C(=O)/C(=C(/O)c2ccc(OC(C)C)cc2)C1c1cccs1 (stereo unspecified)	21%	10%	1%
CCCNC(=O)c1onc(CSc2ccc(Cl)cc2)c1C(=O)NCCC(C)C	/	?	-20%
CCOC(=O)c1ccc(NC(=O)CC2SCCNC2=O)cc1 (stereo unspecified)	19%	-6%	2%
Cc1ccccc1NC(=O)CSCC(=O)Nc1ccccc1C	/	-3%	5%
COc1cc2ncc(C(=O)c3ccc(C)cc3)c(N3CCCCC3)c2cc1OC	/	12µM*	-9%
Cc1cccc(N2CCN(c3ncnc4c3cnn4-c3ccc(Cl)cc3)CC2C)c1 (stereo unspecified)	/	?	-1%
CC(=O)c1cccc(NS(=O)(=O)c2ccc3c(c2)N(C(C)=O)CCO3)c1	11%	?	20%
Cc1cc(C)c(S(=O)(=O)NCC(c2ccco2)S(=O)(=O)c2ccccc2)c(C)c1 (stereo unspecified)	/	?	1%
Cc1cc(Cl)ccc1OCC(=O)N(Cc1ccco1)Cc1ccccc1F	/	?	-6%
Cc1ccc2c(c1)-c1c(cnn1CC(=O)N1CCN(c3ccccc3F)CC1)CO2	/	?	-2%
COC(=O)C1=CN(Cc2cccs2)C=C(C(=O)OC)C1c1cccc(O)c1	?	6%	9%
CC(=O)c1ccc(NC(=O)c2ccc3snnc3c2)cc1	1%	-6%	-9%
CCCn1c(SCC(=O)N2CCCc3ccccc32)nc2c1c(=O)n(C)c(=O)n2C	3%	?	1%

Molecules from the list above that have an NH in an aromatic ring:
SMILES	N370S GC	TDP1 cell CPT	FEN1 inh
CSc1nc(C)c(CCO)c(=O)[nH]1	3%	20%	-1%
Cc1cc(CSc2nc(C)cc(=O)[nH]2)c2ncccc2c1	-5%	?	-3%
CCCCn1c(N)c(N(CCOC)C(=O)c2ccc(COc3ccccc3)o2)c(=O)[nH]c1=O	-5%	0%	-8%
COc1ccc(-c2[nH]c3c(c2-c2c(-n4cccc4)n(C)c(=O)n(C)c2=O)c(=O)n(C)c(=O)n3C)cc1	/	-19%	3%
O=c1[nH][nH]c(=O)n1-c1ccccc1	-15%	-3%	17%

(continued)
SMILES	N370S GC	TDP1 cell CPT	FEN1 inh
CC(C)c1ccc(NC(=S)NNC(=O)C2CC2)cc1	-16%	-2%	22%
CCCCn1c(=O)c(CCC(=O)OCC(=O)Nc2ccc(F)c(Cl)c2)nc2ccccc21	3%	-28%	-3%
Clc1ccc(C2[C@H]3CN(Cc4cccnc4)[C@H](c4ccccc4)C34CC2(c2ccccc2)C4)cn1 (stereo partly specified)	-13%&-5%	?	12%
Cc1ccc(Cl)cc1NC(=O)c1cnn2c1NC(c1ccco1)CC2C(F)(F)F (stereo unspecified)	-13%	?	-16%
CCc1ccccc1NC1c2ccccc2C(=O)N1c1cc(C)ccn1 (stereo unspecified)	10%	?	-5%
Cc1ccsc1/C=N/Nc1nc2ccccc2[nH]1	-15%	?	-17%
Cc1ccc(N2CC(NC(=O)/C=C\c3ccc4c(c3)OCO4)CC2=O)cc1C (stereo unspecified)	/	?	1%
CC(=O)C1=C(O)C(=O)N(c2cccc(Br)c2)C1c1ccc(Br)cc1 (stereo unspecified)	-3%	-7%	16%
CCn1c(=N)c(C(=O)NCCCOC)cc2c(=O)n3cccc(C)c3nc21	?	?	-15%
Cc1ccc2c(CN3CCCc4ccccc43)cc(=O)oc2c1C	19%	-13%	-15%
CN(c1cccc(Cl)c1)S(=O)(=O)c1cccc(C(=O)NN2CCOCC2)c1	/	12%	-1%
O=C(NCc1ccncc1)C(=O)NCC1OCCCN1S(=O)(=O)c1ccc(F)cc1 (stereo unspecified)	-7%	6%	2%
CC(=O)Nc1ccc(OCC(O)Cn2ccnc2)cc1 (stereo unspecified)	-13%	1%	-9%
Cc1cc[n+](CCC2CCCCC2)c2ccccc12	/	1.3µM*	3%
COc1ccc(C(=O)N2CCC3(CC2)CN(c2ccc(-c4ccccc4)cc2)C3)cc1	-4%	27%	/
Cc1ccc(SCC(=O)N2CCN(c3ccc(F)cc3)CC2)cc1	/	-23%	0%
Cc1cccc(N2C(=O)CCC2=O)n1	-11%	20%	3%
Cc1cc(NC(=O)COc2ccccc2C#N)no1	/	-27%	1%
CC(C)=CCSc1nnc(CCNC(=O)OC(C)(C)C)o1	-2%	-3%	-5%
CCCc1cc(=O)[nH]c(SCC(=O)Nc2nonc2N)n1	-2%	-7%	2%
O=c1c([N+](=O)[O-])c(O)c2ccccc2n1Cc1ccccc1	2%	-1%	11µM*
O=C(O)CCS(=O)(=O)Cc1ccccc1F	30%	-4%	-3%
COc1cc(OC)cc(C(=O)N(CN2CCCC2=O)c2ccccc2OC)c1	17%	-18%	-9%
O=C(CN1C(=O)NC2(CCCCC2)C1=O)Nc1ccc(F)cc1	14%	4%	-6%
COCCSc1ccccc1C(=O)NCc1ccc(S(N)(=O)=O)cc1	7%	?	-13%
CCC(C(=O)NCCc1ccc(Cl)cc1)n1nc(C)c2c(C)n(-c3ccccc3)nc2c1=O (stereo unspecified)	/	?	9%
COc1cc(/C=C/c2nc3ccccc3c(=O)[nH]2)cc(Br)c1O	-3%	-4%	-35%
CN1C(=O)CSc2ccc(NC(=O)N3CCc4ccccc43)cc21	2%	?	-19%
COc1cccc2sc(Nc3nnc(-c4ccccc4Cl)o3)nc12	-3%	1.6µM*	-33%
COc1ccc(C2CC(=O)C(C3NCCc4ccccc43)=C(O)C2n2cncn2)cc1 (stereo unspecified)	-7%	13%	-1%
COc1ccc(C(=O)NCc2nnc(SCC(=O)Nc3cc(Cl)ccc3OC)o2)cc1	18%	-5%	-5%
C=C1c2ccccc2O[C@H](C(=O)OCC)[C@H]1OC	/	-20%	-1%
CCc1ccc(-n2nc(CO)c(C(=O)NCc3ccccc3OC)n2)cc1	/	-1%	1%
CC1(NC(=O)Nc2ccccc2)CCS(=O)(=O)C1 (stereo unspecified)	9%	10%	10%
O=C(Nc1nnc(SCc2ccc(F)cc2)s1)c1cnccn1	20%	?	1%
Cc1nc(NC(=O)C2CC2)sc1C(=O)N(C)C	?	-2%	7%
Cc1noc(/C=C/c2ccccc2F)c1S(=O)(=O)N1CCC(C(=O)N2CCN(C)CC2)CC1	?	?	13%
FC(F)(F)c1ccccc1NC1=NCCC1	2%	10%	-4%
CC1=C/C(=N\OS(=O)(=O)c2ccccc2)C(C(C)C)=CC1=O	1%	1.6µM*	0%
COC(=O)CSc1nnc(-c2ccc(S(=O)(=O)N3CCCC3)cc2)o1	1%	14%	7%
CC(O)[C@H](NC(=O)C1CCN(C(=O)[C@H](Cc2ccccc2)NC(=O)OC(C)(C)C)CC1)C(=O)O (stereo partly specified)	0%	4%	33%
O=C(/C=C/c1ccccc1)NC1CC2CCC1C2 (stereo unspecified)	25%	-11%	5%

Screens: PubChem, National Center for Advancing Translational Sciences (NCATS)
